Compound activity as filed in PubChem.
Hsp90 block: displaces geldanamycin probe from tumor Hsp90; P07900; NCI-N417 lysate Hsp90, Cy3B-geldanamycin FP displacement; inhibition, % at 30 µM; actives 0.35% (n = 64,000);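 active means inhibition above 50%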;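 further: 0% = tracer plus lysate wells and 100% = tracer alone without lysate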
Cdc25B inh: human M-phase inducer phosphatase 2 inhibition. P30305. recombinant Cdc25B, OMFP fluorescence Ex485/Em525. inhibition, %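 (compounds tested at 10 µM final in the well)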. actives 0.1% (n = 65,000); in the data active means inhibition above about 50%
DUSP1 inh: blocks human MKP-1 phosphatase activity; P28562; recombinant MKP-1, OMFP hydrolysis fluorescence; inhibition, %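 (compounds tested at a single concentration somewhere between 10 and 100 µM)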; actives 0.15% (n = 65,000); AID 374;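 active means inhibition above about 50%, limit read from the data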;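 further: 0% = DMSO max control wells and 100% = wells with enzyme stopped by NaOH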
ROCK2 blocker: inhibitors of human Rho kinase 2; O75116; purified ROCK2, Kinase-Glo ATP depletion luminescence; inhibition, % at 6 µM; actives 0.35% (n = 60,000); AID 604;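 active means inhibition above the screen-wide mean inhibition plus 3 SD, cut at about 18% in these data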;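 further: plate controls were DMSO wells for no effect and Y-27632 control wells after no-enzyme background subtraction for full effect; many of its hits are not listed in these tables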
Fluor 339 460: intrinsic fluorescence of library compounds, ex339/em460 – biochemical, MLSMR library, data from DPM-DC assay, artefact control, profiling panel. compound autofluorescence, ex339/em460 nm, NADH buffer; stronger effect = higher value; 1 = no-compound wells, NADH background. fluorescence fold increase at 10 µM. actives 5.5% (n = 65,000). AID 709;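 active means at 10 µM, mean starting fluorescence two-fold or more over control wells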;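 further: signal is the first read of a kinetic run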
JNK3 blocker: JNK3 (human) kinase inhibition. purified JNK3 kinase activity, HTS. inhibition, % at 8 µM. actives 0.61% (n = 60,000); in the data active means inhibition above about 17%;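 further: 0% = DMSO and 100% = reference inhibitor; many of its hits are not listed in these tables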
PKA inh: blocks human protein kinase A activity; P17612; PKA Kemptide phosphorylation, Kinase-Glo ATP luminescence; inhibition, % at 6 µM; actives 0.1% (n = 65,000); AID 524;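 active means inhibition above the screen-wide mean inhibition plus 3 SD, cut at about 21% in these data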; further: many of its hits are not listed in these tables
Abs 340nm: compound absorbs light at 340 nm. 65,000 tested, under 10 active. compound absorbance at 340 nm, fold over control. fold change at 10 µM;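 active means at 10 µM dose, initial 340 nm absorbance at least 2 fold that of control wells; inactive means change under 2 fold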;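 further: initial absorbance extrapolated from kinetic A340 decline of NADH oxidation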
HER2 expr 66K: lowers expression of human Her2 kinase; SKBR-3 HER2 protein level, AlphaScreen, 18-24 h; stronger effect = lower value; HER2 level % of control, % at 10 µM; P04626; AID 645; actives 0.69% (n = 65,000);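 active means HER2 level under 5% of the carrier-only control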;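 further: 100% = DMSO carrier and 0% = 500 nM PU-H71 HSP90 inhibitor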
Target sequence (P04626 whole entry, looked up): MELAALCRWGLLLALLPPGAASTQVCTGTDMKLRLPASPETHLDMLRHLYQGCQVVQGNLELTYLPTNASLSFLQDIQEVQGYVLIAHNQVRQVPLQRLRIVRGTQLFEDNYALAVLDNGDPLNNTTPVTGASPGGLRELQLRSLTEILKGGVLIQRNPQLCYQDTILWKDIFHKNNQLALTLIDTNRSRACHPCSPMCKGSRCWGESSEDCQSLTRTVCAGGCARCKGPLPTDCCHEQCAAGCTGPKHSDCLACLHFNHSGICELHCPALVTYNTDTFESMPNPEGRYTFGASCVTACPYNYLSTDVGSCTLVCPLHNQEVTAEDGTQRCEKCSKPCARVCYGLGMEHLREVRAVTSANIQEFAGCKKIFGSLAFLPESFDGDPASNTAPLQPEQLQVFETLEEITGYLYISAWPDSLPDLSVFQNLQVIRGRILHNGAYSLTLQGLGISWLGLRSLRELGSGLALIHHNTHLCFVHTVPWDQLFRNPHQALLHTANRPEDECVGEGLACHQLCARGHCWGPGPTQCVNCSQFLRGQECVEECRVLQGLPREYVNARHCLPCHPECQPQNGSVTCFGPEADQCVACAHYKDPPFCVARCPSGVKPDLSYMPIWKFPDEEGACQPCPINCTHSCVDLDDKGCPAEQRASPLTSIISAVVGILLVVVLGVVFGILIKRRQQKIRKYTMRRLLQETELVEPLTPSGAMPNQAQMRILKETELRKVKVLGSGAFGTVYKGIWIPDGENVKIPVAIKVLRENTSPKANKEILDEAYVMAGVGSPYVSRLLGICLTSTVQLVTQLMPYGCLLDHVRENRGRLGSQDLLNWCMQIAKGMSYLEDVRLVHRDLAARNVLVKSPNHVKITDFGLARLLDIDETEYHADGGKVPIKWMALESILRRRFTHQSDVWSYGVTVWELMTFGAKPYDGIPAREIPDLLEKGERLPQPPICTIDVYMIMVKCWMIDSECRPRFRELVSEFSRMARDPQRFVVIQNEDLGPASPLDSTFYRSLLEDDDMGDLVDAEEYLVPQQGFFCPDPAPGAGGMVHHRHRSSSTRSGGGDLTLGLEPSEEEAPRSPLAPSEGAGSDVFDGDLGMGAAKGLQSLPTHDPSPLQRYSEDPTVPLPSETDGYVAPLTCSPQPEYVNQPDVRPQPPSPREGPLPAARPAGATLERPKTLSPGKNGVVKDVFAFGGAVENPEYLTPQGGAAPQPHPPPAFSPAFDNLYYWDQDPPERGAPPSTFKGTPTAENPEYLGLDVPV
* = called active by the depositor; x = not tested or not shown. The list is partial; rates above refer to the full screens.

SMILES | Hsp90 block | Cdc25B inh | DUSP1 inh | ROCK2 blocker | Fluor 339 460 | JNK3 blocker | PKA inh | Abs 340nm | HER2 expr 66K
CCOC(=O)C1C(=O)CC(C)(O)C(C(=O)OCC)C1c1cccs1 (stereo not drawn) | -3 | 1 | 12 | 7 | 1.1 | -3 | 7 | 1 | 92
O=C(NCc1ccco1)c1cccc(-c2nnc(-c3ccccc3)o2)c1 | -11 | -5 | 2 | 8 | 1 | 3 | 3 | 0.99 | 80
CC(C)COC(=O)C1C2C=CC3(CN(C(C)c4ccc(Br)cc4)C(=O)C13)O2 (stereo not drawn) | -2 | -6 | 4 | -1 | 1 | -6 | 4 | 0.99 | 90
O=C(NCCN1CCN(c2ccccc2)CC1)c1cccn2c(=O)c3cc(Cl)ccc3nc12 | 2 | -12 | 28 | x | 1.3 | x | 14 | 1 | 93
CCOC(=O)c1[nH]c2ccc(F)cc2c1NC(=O)C1=COCCO1 | -6 | -4 | -10 | 7 | 1.4 | 6 | 10 | 1 | 105
Cc1cc(=O)oc2cc(OC(C)C(=O)O)c(Cl)cc12 (stereo not drawn) | 1 | -15 | 6 | 2 | 3.2* | -3 | 1 | 1.1 | 144
O=C1C(Cl)=C(N2CCOCC2)C(=O)N1CCc1ccccc1 | -1 | -10 | -1 | -3 | 1.1 | -3 | -5 | 1 | 85
Cc1ccccc1N1CCN(c2ncnc3c2cnn3Cc2ccc(Cl)cc2)CC1 | -1 | -13 | -1 | 8 | 1.1 | 2 | 7 | 1.1 | 63
Cc1c(-c2ccco2)[n+](=O)c2c(n1[O-])CCC2 | -2 | -12 | -23 | 4 | 1.1 | 4 | 8 | 1 | 83
Cn1c(CSc2ncccn2)nnc1SCC(=O)N1CCCCC1 | -5 | -10 | 5 | -2 | 1.1 | -4 | -2 | 0.98 | 107
COc1ccc(NC(=O)C2C3C=CC(C3)C2C(=O)NCc2ccco2)cc1 (stereo not drawn) | -2 | -15 | -6 | 6 | 1.1 | -3 | 5 | 0.97 | 157
COc1ccc(S(=O)(=O)CCC(=O)O)cc1 | -2 | -10 | -1 | 3 | 1 | 7 | 2 | 0.98 | 117
CCCOC(=O)c1ccc(Oc2c(-c3ccc(OCC)cc3O)n[nH]c2C)cc1 | -4 | -9 | 4 | 2 | 1.1 | 3 | 4 | 1 | 56
NS(=O)(=O)c1ccc(CNC(=O)NC2(c3ccccc3)CC2)cc1 | -2 | -9 | -5 | 4 | 1.1 | 7 | 6 | 1 | 107
Cc1ccc(N(CC(O)CN2CCOCC2)S(=O)(=O)c2ccc3ccccc3c2)cc1 (stereo not drawn) | -4 | -16 | 4 | 5 | 1.1 | 1 | 3 | 1 | 126
CCC(C)C1C(C#N)=C(N)OC2=C1C(=O)CC(C)(C)C2 (stereo not drawn) | -2 | 0 | 2 | 7 | 1.1 | 5 | 8 | 1 | 112
CC(C)c1ccc(C(=O)CSc2ncn[nH]2)cc1 | 0 | -4 | -9 | 6 | 1 | 7 | 8 | 1 | 104
COc1ccccc1Nc1nc(C2(C)CCC(=O)O2)cs1 (stereo not drawn) | -6 | 1 | -2 | 3 | 1.1 | -1 | 10 | 1 | 92
CCC(Sc1nc2cc(OC)c(OC)cc2c2nc(C)nn12)C(=O)NCc1ccco1 (stereo not drawn) | -5 | 7 | -8 | 2 | 1.1 | -6 | 0 | 0.99 | 149
COc1ccc(NC(=O)C2CSC3c4ccccc4C(=O)N23)cc1 (stereo not drawn) | -6 | -2 | -30 | 12 | 1.1 | 1 | 7 | 1 | 79
COc1cccc(C2=NOC(C(=O)Nc3cc(C)nn3-c3ccccc3)C2)c1OC (stereo not drawn) | -5 | -7 | -4 | -3 | 1.1 | -3 | 2 | 0.98 | 73
CCCC(c1nnnn1Cc1ccc(OC)cc1)N1CCN(c2ccccc2)CC1 (stereo not drawn) | 1 | -9 | 4 | -1 | 1 | 0 | -6 | 1 | 93
C=CCn1c(=O)c2ccccc2n2c(SCC(=O)c3ccccc3)nnc12 | -4 | 4 | 12 | 3 | 1.1 | 1 | 8 | 0.99 | 81
CCOC(=O)CSc1cccc2cccnc12 | 6 | 2 | 6 | 6 | 3.6* | 4 | 11 | 1 | 64
COc1ccc(NS(=O)(=O)c2cc(C(=O)O)ccc2C)cc1 | 4 | -24 | 11 | 0 | 1 | 4 | -4 | 1 | 127

Looked up by compound from the list above (five):
SMILES | Hsp90 block | Cdc25B inh | DUSP1 inh | ROCK2 blocker | Fluor 339 460 | JNK3 blocker | PKA inh | Abs 340nm | HER2 expr 66K
CCCOC(=O)c1ccc(Oc2c(-c3ccc(OCC)cc3O)n[nH]c2C)cc1 | -4 | -9 | 4 | 2 | 1.1 | 3 | 4 | 1 | 56
Cc1c(-c2ccco2)[n+](=O)c2c(n1[O-])CCC2 | -2 | -12 | -23 | 4 | 1.1 | 4 | 8 | 1 | 83
COc1ccc(NC(=O)C2CSC3c4ccccc4C(=O)N23)cc1 (stereo not drawn) | -6 | -2 | -30 | 12 | 1.1 | 1 | 7 | 1 | 79
CC(C)c1ccc(C(=O)CSc2ncn[nH]2)cc1 | 0 | -4 | -9 | 6 | 1 | 7 | 8 | 1 | 104
CCC(C)C1C(C#N)=C(N)OC2=C1C(=O)CC(C)(C)C2 (stereo not drawn) | -2 | 0 | 2 | 7 | 1.1 | 5 | 8 | 1 | 112

Later entries.
SMILES | Hsp90 block | Cdc25B inh | DUSP1 inh | ROCK2 blocker | Fluor 339 460 | JNK3 blocker | PKA inh | Abs 340nm | HER2 expr 66K
Cc1cc(=O)[nH]c(SC/C=C/c2ccccc2)n1 | -6 | -1 | -3 | x | 1.1 | x | 4 | 1 | 133
Cc1ocnc1C(=O)Nc1ccc(Cl)cc1 | -8 | 1 | 8 | -5 | 1.3 | 2 | 0 | 1 | 104
CCOc1ccc(NC(=O)CSc2nc3c(c(=O)n2C)SC(C)C3)cc1 (stereo not drawn) | -5 | -6 | 8 | 3 | 0.96 | 3 | 4 | 1.1 | 107
N#Cc1c(/N=C/c2ccco2)sc2c1CCCCC2 | -3 | -4 | 0 | 25* | 1.1 | -6 | 6 | 1 | 94
COC(=O)Cn1c(=O)cnc2ccccc21 | 4 | -1 | 7 | 2 | 1.7 | 3 | 9 | 1 | 72
CC12C(=O)N(CCC(=O)O)C(=O)C1C1C=CC2C1 (stereo not drawn) | -5 | -8 | -6 | 6 | 1 | 5 | 7 | 0.97 | 136
Cc1nnc(SCC(=O)NCc2ccc(Cl)cc2)[nH]c1=O | -4 | -5 | -3 | -1 | 1.1 | 4 | 3 | 0.95 | 99
CC(C)(C)OC(=O)N1CCC[C@H]1c1nnc(SCc2c(Cl)cccc2Cl)o1 | 0 | -20 | 25 | -4 | 1.1 | -1 | 0 | 1.1 | 47
O=C(NC1CCCC1)c1ccc(CS(=O)(=O)c2cccc(C(F)(F)F)c2)o1 | -1 | -4 | 23 | 3 | 1.1 | 4 | 8 | 1 | 128
COC(=O)C(C)Sc1ncnc2c1nnn2-c1ccc(F)cc1 (stereo not drawn) | -4 | 1 | -1 | -1 | 1.1 | 3 | 0 | 0.99 | 87
Cc1ccc(C(=O)NC(C)(COc2nonc2C)COc2nonc2C)cc1 | 1 | 0 | -5 | -3 | 1.1 | -4 | -2 | 1 | 135
CC1Cc2nc(SCC(=O)NC3CCCCC3)n(C)c(=O)c2S1 (stereo not drawn) | -2 | -7 | 11 | 0 | 1.1 | 4 | 8 | 1 | 111
CCn1c(SCC(=O)NCc2ccco2)nnc1C(C)C | -8 | 2 | 5 | 1 | 1 | -6 | 1 | 1 | 105
CN1C(=O)OC(C)(CCc2ccccc2)C1(C)O (stereo not drawn) | -1 | -14 | 5 | 0 | 1.1 | -2 | 8 | 1.1 | 150
COc1ccc(NC(=O)c2cc(C)on2)cc1OC | 1 | -9 | -6 | 5 | 1.1 | 6 | 9 | 0.99 | 85
COC(=O)CCC(=O)Nc1ccc(Br)cc1 | -2 | -6 | 0 | 4 | 1.1 | 5 | 7 | 1 | 100
Cc1ccc(CS(=O)(=O)CCC(=O)NCCCN2CCCC2)cc1 | -1 | -9 | -4 | 1 | 1.1 | -3 | 2 | 1 | 85
COC(=O)c1cccc(NC(=O)CN2CCC(NC(=O)c3cc(OC)c(OC)c(OC)c3)CC2)c1 | -1 | 7 | 33 | 5 | 1.1 | 79* | 9 | 1 | 64
O=C(Cn1nc(C(F)(F)F)c2c1CCCC2)NC1CCCC1 | 0 | -10 | 27 | -1 | 1.1 | 7 | 8 | 1 | 81
CCCCCCn1c(CN2CCN(CCO)CC2)nc2c1c(=O)n(C)c(=O)n2C | -3 | 1 | 5 | 0 | 1.1 | -1 | -8 | 1.1 | 69
O=C(Nc1cccc(Cl)c1)Nc1nccs1 | -3 | -5 | -1 | 7 | 1.1 | 4 | 3 | 1 | 75
C=CCN1CC(c2nc3ccccc3n2Cc2ccccc2)CC1=O (stereo not drawn) | 0 | 6 | 0 | 4 | 1.1 | 2 | 7 | 1 | 102
CNCCc1ccccn1 | x | -11 | 11 | x | 1.1 | x | x | 1 | 135
O=C(Cn1cccc1C(=O)c1ccccc1)NCc1cccs1 | 1 | 0 | -6 | 1 | 1 | 2 | 3 | 1 | 99
CN(C)CCCN1C(=O)C(=O)/C(=C(/O)c2ccncc2)C1c1cccc(Br)c1 (stereo not drawn) | -3 | 1 | -6 | 2 | 0.98 | 5 | 5 | 1 | 68
SMILES | Hsp90 block | Cdc25B inh | DUSP1 inh | ROCK2 blocker | Fluor 339 460 | JNK3 blocker | PKA inh | Abs 340nm | HER2 expr 66K
COc1ccc(NC(=O)c2oc3ccccc3c2C)c(OC)c1 | x | -18 | 13 | x | 1.1 | x | 11 | 1.1 | 50
CCOc1ccccc1NC(=O)CSc1nnc(Cc2cccn2C)n1-c1ccc(F)cc1 | -2 | -10 | 6 | 1 | 1 | 10 | -6 | 0.96 | 97
COC(=O)C(NC(=O)c1ccco1)(Nc1nc(C2CC2)cs1)C(F)(F)F (stereo not drawn) | -3 | -6 | 4 | -6 | 1 | -5 | -8 | 0.97 | 77
CCCn1c(CCC(=O)O)ccc1-c1cccs1 | x | -8 | 7 | x | 0.33 | x | 12 | 1 | 84
CN1CC2(C(=O)c3ccccc3)CN(C)CC(C(=O)c3ccccc3)(C1)C2 | 0 | -4 | -5 | -7 | 1.1 | 1 | 5 | 1 | 184
O=C(CCCOc1ccccc1)N1CCCc2ccccc21 | x | -15 | 6 | x | 1.1 | x | x | 1.1 | 66
Cc1cccc(-n2nnc(C(=O)NCc3ccccc3)c2N)c1 | -2 | -9 | 18 | 8 | 1 | 4 | 12 | 0.98 | 95
O=C(CNS(=O)(=O)c1cccc2nsnc12)NC1CCCCC1 | x | -12 | 5 | x | 1.1 | x | 9 | 1.1 | 77
Cc1cc2c(c(=O)n1CCN(C)C)C(c1ccc(Br)cc1)C(C#N)=C(N)O2 (stereo not drawn) | -4 | 6 | -14 | 1 | 1.1 | -5 | 3 | 1 | 136
O=C(c1ccco1)N1CCN(C(=O)c2cccc3c2C(=O)N(Cc2cccnc2)C3)CC1 | -2 | -15 | 4 | -2 | 1.1 | 3 | 4 | 1 | 96
O=C(CCN1CCc2ccccc21)c1ccc2c(c1)OCCO2 | 0 | 12 | -14 | 4 | 1.1 | -2 | -4 | 1 | 94
COc1ccc(CNC(=O)c2cccs2)cc1 | -2 | -7 | -7 | 9 | 1.1 | 2 | 4 | 1 | 72
COC(=O)c1cc(Nc2cc(C)nc3ncnn23)cc(C(=O)OC)c1 | -1 | -10 | 1 | -2 | 1.3 | -1 | 6 | 1.1 | 90
COc1ccc(OC)c(-n2cnc3cc(C(=O)NCCCN4CCOCC4)ccc32)c1 | -8 | 10 | 6 | 2 | 1.1 | 1 | 1 | 1 | 73
Cc1cc(C)c(NC(=O)C2CSCCS2)c(C)c1 (stereo not drawn) | 1 | -9 | -7 | 5 | 1 | -1 | 6 | 0.98 | 91
Cc1ccc2cc(C)c(SCC#N)nc2c1 | 0 | 4 | -20 | 0 | 1.2 | -1 | -3 | 1 | 103
CCOc1ccccc1NC(=O)C1=C(C)NC(=O)NC1c1cccc(OC)c1OC (stereo not drawn) | -5 | -9 | 11 | 8 | 1.1 | 2 | 10 | 0.98 | 93
